# HEK293 viab – reduces viability of HEK-293 SNCA reporter cells | Potency, µM (series often up to 57.1 µM), for inactives: top-dose activity change, negative = cytotoxicity, actives largely listed as cytotoxic | HEK-293-SNCA-luc viability, GF-AFC fluorescence, 24 h | hit rate 0.12% among 150,000 | AID 1671193;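 also: potency is read from the fitted curve at half-maximal effect; 0% = DMSO-treated cells and -100% = medium-only wells without cells; nearly all actives have a fitted effect of over 30% in size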
#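 Cytotoxicity counterscreen: after 24 h compound treatment of genome-edited SNCA-luciferase HEK-293 cells, live-cell protease substrate GF-AFC read by fluorescence after 30 min; activity scaled between DMSO (0%) and medium-only (-100%), curves Hill-fitted.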
# HEK293 tox – kills HEK 293 cells; Potency, µM (series often up to 115 µM), for inactives: top-dose activity change, negative = cytotoxicity, actives largely listed as inhibitors; HEK 293 viability, ATP luminescence (CellTiter-Glo), 48-72 h; AID 1345083; hit rate 6.6% among 94,000; also: potency is read from the fitted curve at half-maximal effect; nearly all actives have a fitted effect of over 60% in size
#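 CellTiter-Glo luminescence (cellular ATP) was read after 48 or 72 hr of compound exposure at 37 degree Celsius. Cells were HEK 293 plated at 250 cells/well.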
# SNCA expr inh – reduces expression of the alpha-synuclein gene. HEK-293 SNCA-luciferase knock-in, luminescence, 24 h. Potency, µM (series often up to 57.2 µM), without a hit: top-dose activity change, negative = inhibition, actives largely listed as inhibitors. hit rate 0.17% among 140,000. AID 1671194;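 also: potency is read from the fitted curve at half-maximal effect; plate controls were DMSO cells for no effect and cell-free wells for full effect; nearly all actives have a fitted effect of over 45% in size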
# FLuc inh – inhibitors of firefly (Photinus pyralis) luciferase. P08659. hit rate 2.5% among 76,000. Potency, µM (highest dose often 115 µM), without a hit: at the top dose activity change, negative = inhibition, hits mostly inhibitors. AID 1347043. purified P. pyralis luciferase, luminescence, biochemical; also: potency is read from the fitted curve at half-maximal effect; nearly all actives have a fitted effect of over 65% in size
# Target sequence (P08659 whole entry, looked up): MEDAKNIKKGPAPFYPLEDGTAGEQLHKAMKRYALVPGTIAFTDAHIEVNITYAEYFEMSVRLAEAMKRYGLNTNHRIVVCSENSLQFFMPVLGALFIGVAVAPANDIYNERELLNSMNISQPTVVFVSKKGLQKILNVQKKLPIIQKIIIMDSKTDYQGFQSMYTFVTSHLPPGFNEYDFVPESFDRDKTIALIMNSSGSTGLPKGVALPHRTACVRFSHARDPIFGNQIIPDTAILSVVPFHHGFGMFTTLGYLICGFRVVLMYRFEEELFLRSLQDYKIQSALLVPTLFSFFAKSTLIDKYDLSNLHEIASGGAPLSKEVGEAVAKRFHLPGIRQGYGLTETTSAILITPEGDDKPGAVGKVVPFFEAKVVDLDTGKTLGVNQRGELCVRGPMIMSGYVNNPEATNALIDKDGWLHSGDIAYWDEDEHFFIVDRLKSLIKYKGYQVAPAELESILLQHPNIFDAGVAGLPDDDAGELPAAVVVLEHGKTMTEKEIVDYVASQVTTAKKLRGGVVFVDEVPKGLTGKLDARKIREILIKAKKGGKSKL
#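 Luminescence read by CCD imager after adding enzyme (10nM final) to wells holding compound, titrated in qHTS. Substrates 10uM each D-luciferin and ATP; buffer 50mM Tris acetate pH 7.5, 10mM Mg acetate, Tween-20, BSA.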
# GPT2 inh – blocks human glutamate pyruvate transaminase 2; Q8TD30; Recombinant GPT2, coupled pyruvate oxidase/HRP Amplex Red fluorescence; Potency, µM (top dose mostly 57.7 µM), inactives show top-dose activity change, negative = inhibition, hits mostly inhibitors; hit rate 0.25% among 100,000; AID 1671188; also: potency is read from the fitted curve at half-maximal effect; nearly all actives have a fitted effect of over 60% in size; many of its hits are not listed in these tables
# Target sequence (Q8TD30 whole entry, looked up): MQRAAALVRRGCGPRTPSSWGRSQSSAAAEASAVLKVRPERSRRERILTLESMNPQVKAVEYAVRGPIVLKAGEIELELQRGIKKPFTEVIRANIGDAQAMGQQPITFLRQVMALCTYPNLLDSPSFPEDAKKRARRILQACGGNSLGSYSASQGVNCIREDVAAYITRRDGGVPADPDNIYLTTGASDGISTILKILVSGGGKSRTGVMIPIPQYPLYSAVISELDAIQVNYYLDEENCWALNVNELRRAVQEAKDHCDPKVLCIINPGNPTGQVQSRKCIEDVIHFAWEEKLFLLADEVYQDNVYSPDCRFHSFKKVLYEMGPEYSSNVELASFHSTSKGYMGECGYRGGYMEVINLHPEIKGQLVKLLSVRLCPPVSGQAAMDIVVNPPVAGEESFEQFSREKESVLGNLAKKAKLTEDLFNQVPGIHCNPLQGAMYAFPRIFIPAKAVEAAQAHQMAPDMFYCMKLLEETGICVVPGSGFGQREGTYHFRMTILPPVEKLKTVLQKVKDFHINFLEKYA
#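 Recombinant GPT2 (10ng/uL) with 250uM a-KG and 2mM L-alanine, 30 min at room temperature, in HEPES pH 7.5 buffer. Pyruvate detected by pyruvate oxidase/HRP/Amplex Red fluorescence after 30 min in the dark; AOA (50uM) as positive control.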
# IP6K1 inhibitor – inhibitors of human IP6K1 | Q92551 | IP6K1 kinase, ADP-Glo luminescence, 2 h; active compounds read low | activity change, % (series mostly up to about 58 µM) | hit rate 0.81% among 140,000 | AID 1645851; in the data active = activity change below about -25%
#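 ADP-Glo luminescence measures ADP made by human IP6K1 during a 2 h RT reaction with ATP/IP6 (mix at 1.3 mM/130 uM); top library doses 57.5 and 19.1 uM final.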
# NIH3T3 tox – kills NIH 3T3 cells; NIH 3T3 viability, CellTiter-Glo ATP luminescence, 48-72 h; Potency, µM (highest dose often 96.7 µM), without a hit: top-dose activity change, negative = cytotoxicity, most hits filed as inhibitors; hit rate 4.3% among 94,000; AID 1345082; also: potency is read from the fitted curve at half-maximal effect; nearly all actives have a fitted effect of over 55% in size
#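 Cells were seeded at 400 per well, treated with pin-transferred compound, and kept 48 or 72 hr at 37 °C before CellTiter-Glo addition and luminescence imaging of cellular ATP.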
# Numbers without * were called inactive; i = inactive; ? = inconclusive; . = not tested or not shown; & = joins results of further samples; [ ] = remark or other dose. Unless noted, calls follow the shape of the dose curve; as a rule, active = well fitted curve in the direction sought with a large enough effect; inconclusive = small, poorly fitted or top-dose-only effect, or another doubt; inactive = no such curve, though single readings can be large; an effect the other way counts as inactive or inconclusive. Unless noted, % is scaled to controls: 0 for no effect and ±100 for the full control effect.
SMILES,HEK293 viab,HEK293 tox,SNCA expr inh,FLuc inh,GPT2 inh,IP6K1 inhibitor,NIH3T3 tox
CNC(=O)c1cc(S(=O)(=O)N2CC[C@H](CO)[C@H](O)C2)cs1,-6%,i,6%,3%,i,2,i
c1ccc(CN2CCC3(CC2)CC(c2cccnc2)=NO3)cc1,-24%&6%[87.6 µM],?,29%&-13%[87.6 µM],2%&3%[172 µM],-3%&-4%[88.5 µM],-3&-2,-28%&-17%[138 µM]
O=C(Nc1cccc(Cl)c1)c1nc2sccn2c1-c1ccc(C(F)(F)F)cc1,3%,-12%,1%,.,?,4,-21%
CCc1ccc(CNC(=O)Cn2nc(C)c3nn(-c4ccc(Cl)cc4)c(C)c3c2=O)cc1,7%,.,8%,.,.,4,.
CCOc1ccc2nc(N3CCCC(C(=O)Nc4ccc(OC)cc4)C3)sc2c1 (stereo not given),1%,.,197%[activator],.,.,-16,.
Cc1nnsc1C(=O)N[C@H]1CCN(C(=O)c2ccco2)[C@H](C(=O)N[C@H](Cc2c[nH]c3ccccc23)C(N)=O)C1,2%,i,?,2%,-5%,6,i
Cc1ccccc1CC(=O)N1CCN(C(=O)c2nnn3c2COC(c2ccc(Cl)cc2)C3)CC1 (stereo not given),-20%,28µM*,?,8%,2%,0,35µM*
Cc1cccc(NC(=O)Nc2ccc(C)n(CC(=O)Nc3ccc(C)c(C)c3)c2=O)c1,-27%,28µM*,10%,-26%,i,4,32µM*
COc1ccc(-c2ccc(C(=O)N3CCOCC3)c(Cl)c2)nn1,.,?,.,.,.,-12,?
O=C(Nc1cccc(-c2nnc3n2CCCC3)c1)Nc1ccccc1F,-6%,-11%,31%[activator],-8%,i,-1,-13%
Cc1ccc(-c2nc3cc(Cl)ccc3o2)cc1NC(=O)c1cc([N+](=O)[O-])ccc1N1CCOCC1,-5%,.,41%[activator],.,.,23,.
COCc1nn(CC(=O)NC(C)Cc2cc(C)[nH]n2)c(=O)n1-c1ccccc1 (stereo not given),1%,1%,-5%,6%,?,2,-10%
CCC(=O)N1CCc2cc(Br)cc(S(=O)(=O)CCC(=O)N3CCN(c4ccc(OC)cc4)CC3)c21,-1%,.,-22%,.,.,-8,.
OC(c1cccc(C(F)(F)F)c1)c1nc(Nc2ccccc2)n[nH]1 (stereo not given),5%[87.6 µM],89µM*,-18%[87.6 µM],8%[172 µM],-8%[88.5 µM],14,?
Cc1ccc(C)c(NC(=O)CCS(=O)(=O)c2cccc3nsnc23)c1,20%,.,?,.,.,11,.
Cc1ccc(CN2C[C@@H]3C(=O)N(CCCN4CCCC4=O)C(=O)[C@@H]3C2)c(C)c1,8%,-6%,-4%,14%,i,6,-7%
CCC1CCCCN1CCCNC(=O)c1cc2c(Cl)nc3ccccc3c2s1 (stereo not given),4%,.,-11%,.,.,5,.
CCc1ccc(N2C(=O)N(CC(=O)C(C)(C)C)c3ccccc3S2(=O)=O)cc1,-11%,.,14%,.,.,17,.
O=C(NC1CCCCCC1)c1nc2sccn2c1-c1cccc(C(F)(F)F)c1,-2%,-15%,6%,.,-25%,17,?
Cc1nonc1OCCNC(=O)C1CC(=O)N(Cc2ccccn2)C1 (stereo not given),-24%,0%,0%,-2%,-15%,16,-5%
O=C(/C=C/c1ccccc1)Nc1nc(-c2cccs2)ns1,4%,.,118%[activator],.,.,-3,.
COc1ccc(N2CCC(NC(=O)c3ccc(N(C)C)cc3)C2=O)cc1 (stereo not given),-19%,-32%,-19%,-20%,?,-12,?
O=c1[nH]c(C2CCN(Cc3cccs3)CC2)nc2ccc(F)cc12,14%&7%,1%&-9%,-9%&6%,-1%,-3%,6&-13,-5%&-5%
COCC[C@]1(O)CCN(C(=O)CCc2nc(-c3ccco3)no2)C[C@H]1C,-10%,-2%,-18%,10%,1%,3,-6%
COc1cccc(-c2noc(CCCc3nc(-c4cccnn4)no3)n2)c1,-1%,-3%,51%[activator],?,i[11.5 µM],19,-13%

# (listing goes on)
SMILES,HEK293 viab,HEK293 tox,SNCA expr inh,FLuc inh,GPT2 inh,IP6K1 inhibitor,NIH3T3 tox
COc1ccc(C2=CC(c3cccc(C)c3)n3nnnc3N2)cc1 (stereo not given),?,.,361%[activator],.,.,11,.
CC12CCC(OC3OC(CO)C(O)C(OC4OC(CO)C(O)C(O)C4O)C3O)CC1CCC1C2CCC2(C)/C(=C3/COC(=O)C3)CCC12O (stereo not given),-40%[23.9 µM],.,.,.,i,3,.
CCC(C(=O)Nc1cc(OC)ccc1OC)n1c(=O)c(C(F)(F)F)nc2ccccc21 (stereo not given),-1%,.,-20%,.,.,7,.
CCc1ccc(NC(=O)CSc2nc(=O)n(Cc3ccccn3)c3c2CCC3)cc1,-2%,.,-11%,.,.,19,.
COc1ccc(-c2ccc(C(=O)N3CCN(C(=O)c4ccc(C)cc4)CC3)cc2)nn1,.,-25%,.,.,.,1,-23%
Cc1oc2c(c1C(=O)N1CCSCC1)CN(Cc1cccc(F)c1)CC2,1%,-18%,3%,-6%,i,-3,-21%
O=C([C@@H]1C[C@H](F)CN1C(=O)Nc1ccc(F)cc1)N1CCOCC1,7%,6%,9%,-20%,i,3,-22%
CCn1cc(C(=O)OCC(=O)Nc2cc(Cl)ccc2C)c(=O)c2ccc(C)nc21,-1%,.,3%,.,.,13,.
COc1cccc(CNC(=O)CSc2ncc3c(n2)-c2cc(Cl)ccc2N(C)S3(=O)=O)c1,-8%,.,-15%,.,.,29,.
CCC1COCCN1Cc1cn(-c2ccccc2)nc1-c1ccc(OC)cc1F (stereo not given),1%,?,-4%,?,i,12,?
CC(C)c1noc(-c2cccn3c(CNC(=O)c4cc5ccccc5[nH]4)nnc23)n1,-11%,?,77%[activator],?,4%,6,?
CCC1(O)CCCN(c2ncc(C(C)(C)C(=O)O)c(N3CCOCC3)n2)C1 (stereo not given),-2%,i,-1%,3%,2%[11.5 µM],-13,i
CCOc1ccc(C(=O)Nc2ccc3nc(SCCOc4ccccc4)sc3c2)cc1,5%,.,5%,.,.,-1,.
Cn1cnc(S(=O)(=O)N2CCC(C(=O)N3CCN(c4cccc(C(F)(F)F)c4)CC3)CC2)c1,17%,.,39%[activator],.,.,12,.
C=C(C)C1Cc2c(ccc3c2OCC(c2ccc(O)cc2O)C3)O1 (stereo not given),-16%,.,.,.,i,-15,.
CNC(=O)CCn1ncc2cc(OCc3ccccc3-c3cccnc3OC)ccc21,-7%[87.6 µM],?,2%[87.6 µM],?,5%[88.5 µM],17,?
CC(C)(C)c1ccnc(N[C@H]2CO[C@H]3[C@@H]2OC[C@@H]3NC(=O)NCc2ccccc2)n1,?,89µM*,11%[87.6 µM],-18%[172 µM],?,-5,?
Nc1nonc1-c1nc2ccccc2n1Cc1ccc(Br)cc1,10%,.,?,.,.,20,.
FC(F)(F)Oc1ccc(-c2cnc([C@@H]3COCCN3C3CCOCC3)[nH]2)cc1,-1%[87.6 µM],-18%[172 µM],7%[87.6 µM],-4%[172 µM],-4%[88.5 µM],0,-13%[138 µM]
COc1cccc(C(=O)NCC2(COc3ccc(S(C)(=O)=O)cc3)C[C@@H](O)[C@@H](O)C2)c1 (stereo not given in full),-6%,3%,9%,-2%,1%,-5,-1%
COc1ccc(CNC(=O)C[C@@H]2C[C@H]3O[C@H](CNC(=O)NC(C)C)[C@@H](O)[C@H]3O2)cc1,4%[87.6 µM],-12%[172 µM],-23%[87.6 µM],-11%[172 µM],-15%[88.5 µM],-2,-7%[174 µM]
CCOC(=O)c1c(NC(=O)COc2ccc(C(C)(C)C)cc2)sc2c1CCCC2,4%,.,37%[activator],.,.,5,.
Cc1ccc(C(=O)N2CCC(C3CCN(Cc4cccc(F)c4F)CC3)C2)cn1 (stereo not given),?,-10%,-2%,1%,0%,12,-19%
COc1ccccc1-c1ccc(C(=O)N2CCC(C(=O)N3CCC(c4ccccc4)CC3)CC2)cc1,-3%[12.5 µM],?,0%,.,i,8,?
COc1ccc2oc(=O)c(C(=O)N3CCN(c4cc(Cl)ccc4Cl)CC3)cc2c1,-1%,.,10%,.,.,15,.

# The last two records of the part above open the next one.
SMILES,HEK293 viab,HEK293 tox,SNCA expr inh,FLuc inh,GPT2 inh,IP6K1 inhibitor,NIH3T3 tox
COc1ccccc1-c1ccc(C(=O)N2CCC(C(=O)N3CCC(c4ccccc4)CC3)CC2)cc1,-3%[12.5 µM],?,0%,.,i,8,?
COc1ccc2oc(=O)c(C(=O)N3CCN(c4cc(Cl)ccc4Cl)CC3)cc2c1,-1%,.,10%,.,.,15,.
CCCCN(CC)C(=O)c1cc2c(=O)n3cccc(C)c3nc2s1,23%,.,95%[activator],.,.,-5,.
CNC(=O)[C@@H]1CN(C(=O)Cc2ccc(Br)cc2)C[C@H]1CO,-16%,i,2%,-2%,i,10,-1%
COc1ccccc1Nc1ccnc(N2CCCC(C(=O)NC3CCC3)C2)n1 (stereo not given),-25%[12.5 µM],?,5%,.,i,-3,?
COc1cccc(CN2CCCCCCNC(=O)[C@@H]3C[C@@H](C(=O)NCCc4cnc[nH]4)C[C@@H]32)c1,-4%,-1%,6%,0%,i,4,i
O=C(/C=C/c1ccc(O)cc1)OC[C@]12O[C@H]1[C@@H](O)[C@@H]1C=CO[C@@H](O[C@@H]3O[C@H](CO)[C@@H](O)[C@H](O)[C@H]3O)[C@@H]12,1%[23.9 µM],.,.,.,i,11,.
COc1ccc2[nH]c3c(c2c1)CCN(C)C31CCN(C(=O)c2cccn2C)CC1,5%[12.5 µM],?,0%,1%,i,-3,-24%
Cc1ccc(C(=O)N2CCC3(C2)C(=NC2CCCC2)NC(=O)N3c2cccnc2)cc1 (stereo not given),11%,-10%,-16%,.,i,-3,-15%
CC(C)(C)CC(=O)Nc1nc2c(s1)C[C@@H]1[C@](C)(CO)[C@H](O)CC[C@@]1(C)[C@@H]2CC(=O)N1CCC(C(N)=O)CC1,-11%,3%,-15%,4%,2%,-9,3%
Fc1cccc(CN2CCC(Oc3ccc(-c4noc(C5CC5)n4)cc3)C2)c1 (stereo not given),12%,?,4%,0%,i,-8,?
COc1ccc(C2(C(=O)N3CCC(Oc4ccc(-c5noc(C)n5)cc4)C3)CC2)cc1 (stereo not given),4%,?,20%,-16%,-3%,3,?
COc1ccc(-n2ccn(Cc3ccccc3Cl)c(=O)c2=O)cc1OC,-9%,.,33%[activator],.,.,9,.
COc1cc2c(cc1OC)C(C[C@H]1CN(C(=O)C(=O)O)CC[C@H]1CC(=O)O)=NCC2,22%[87.6 µM],-22%[172 µM],11%[87.6 µM],6%[172 µM],-6%[88.5 µM],0,-2%[174 µM]
CN(C)c1ccc(CNC(=O)C2CCN(S(=O)(=O)c3cn(C)cn3)CC2)cc1,15%,.,17%,.,.,20,.
CCC(=O)N1CCCc2cc(S(=O)(=O)N3CCC(C(=O)Nc4ccc(C#N)cc4)CC3)ccc21,-1%,.,?,.,.,6,.

# These rows are one share of the data; count on the stated rates, not on these rows.
